RNase H inhibition = RNase H inhibition, HIV 1 Gag Pol polyprotein, FRET biochemical assay, screening (AID 372); inhibition, % at 10 µM; hits with a dose series show IC50 in µM; 100,000 compounds, 0.77% hits; HIV-1 RT RNase H, FRET RNA/DNA substrate fluorescence; higher % means a stronger effect; in the data active = inhibition above about 50%
* hit, by the source's call.

The opening 6 records (preview)
SMILES	RNase H inhibition
CC1CCN(c2ccc(/C=N/n3nnnc3N)cc2[N+](=O)[O-])CC1	28%
O=C(Cc1ccc(Cl)cc1)Nc1ccc(-c2nc3ccccc3[nH]2)cc1	15%
O=C1N=C(N2CCN(c3ccccc3[N+](=O)[O-])CC2)S/C1=C/c1ccc(O)cc1	15%
CCCN(CCC)C(=O)c1c(NC(=O)c2ccccc2Cl)sc2c1CCCCC2	18%
Cc1ccc(OCC(=O)N/N=C\c2cccnc2)cc1	10%
O=C(NCCCNc1ccc([N+](=O)[O-])cc1Cl)c1ccccc1Cl	5%

The listing, from the start:
SMILES	RNase H inhibition
CC1CCN(c2ccc(/C=N/n3nnnc3N)cc2[N+](=O)[O-])CC1	28%
O=C(Cc1ccc(Cl)cc1)Nc1ccc(-c2nc3ccccc3[nH]2)cc1	15%
O=C1N=C(N2CCN(c3ccccc3[N+](=O)[O-])CC2)S/C1=C/c1ccc(O)cc1	15%
CCCN(CCC)C(=O)c1c(NC(=O)c2ccccc2Cl)sc2c1CCCCC2	18%
Cc1ccc(OCC(=O)N/N=C\c2cccnc2)cc1	10%
O=C(NCCCNc1ccc([N+](=O)[O-])cc1Cl)c1ccccc1Cl	5%
CC1=NN(c2ccccc2)C(=O)/C1=C\c1ccc(C)o1	11%
Cc1cccc(/C=C2/SC(=S)N(CC(=O)O)C2=O)c1	13%
Cc1ccc(OCC(=O)N2CCN(c3ccc([N+](=O)[O-])cc3Cl)CC2)c(C)c1	16%
O=C(Nc1cccc(-c2nc3cc(Cl)ccc3o2)c1)c1ccc([N+](=O)[O-])o1	6%
COc1ccccc1C(=O)Nc1ccc2c(c1)OCCO2	6%
CCCOc1ccc(C=C2C(=O)NC(=O)NC2=O)cc1OC	11%
Cc1occc1C(=O)N/N=C/c1cccc(Cl)c1	11%
COc1ccc(-c2nc3cc(NC(=O)c4oc5ccccc5c4C)ccc3o2)cc1Cl	17%
COc1ccc(C2=NN(C(=O)CCC(=O)O)C(c3ccccc3F)C2)cc1 (stereo not drawn)	4%
COc1cc(NC(=O)c2ccccc2)c(Cl)cc1N=NC1=C(O)CC(C)(C)CC1=O	8%
Cc1ccc(C2C3CSCC=C3C(C#N)=C(N)C2(C#N)C#N)cc1 (stereo not drawn)	0%
COCCNCCOc1cc(C)c(Cl)c(C)c1	15%
COc1cc(/C=C2\C(=O)NC(=S)N(c3cccc(Br)c3)C2=O)c([N+](=O)[O-])cc1OC	5%
O=C(CCCOc1ccc(Cl)cc1Cl)N1CCN(Cc2ccccc2)CC1	26%
CCCOc1ccc(/C=C2/NC(=S)NC2=O)cc1OC	32%
S=c1nc(-c2ccccc2)[nH]c2c1C1(CCCCC1)Cc1ccccc1-2	0%
O=[N+]([O-])c1ccc(N2CCOCC2)cc1NCCCN1CCOCC1	5%
N#Cc1ccccc1-c1nc2c3c(c(N)ccc3n1)C(=O)c1ccccc1-2	10%
O=C1NC(=S)NC(=O)C1=Cc1ccccc1Br	13%
O=C(Nc1ccc(Cl)cc1)OCCOc1ccc(Br)cc1Br	39%
O=C(/C=C/c1ccccc1Cl)N1CCOCC1	6%
O=C(c1ccccc1)N1CCN(c2cc(N3CCOCC3)c(F)cc2[N+](=O)[O-])CC1	0%
Cc1cccc(N2C(=O)c3ccc(C(=O)O)cc3C2=O)c1C	9%
COc1ccc(Cl)cc1NC(=O)c1ccc(Cl)c(Cl)c1	13%

As a working copy, part of the list above:
SMILES	RNase H inhibition
CCCOc1ccc(/C=C2/NC(=S)NC2=O)cc1OC	32%
S=c1nc(-c2ccccc2)[nH]c2c1C1(CCCCC1)Cc1ccccc1-2	0%
O=[N+]([O-])c1ccc(N2CCOCC2)cc1NCCCN1CCOCC1	5%

(listing goes on)
SMILES	RNase H inhibition
COc1ccc(-c2nc(SC(C)C(=O)Nc3c(C)cc(C)cc3C)n[nH]2)cc1 (stereo not drawn)	5%
CC(C)Oc1cccc(C(=O)Nc2ccc(Cl)cn2)c1	16%
N#C/C(=C\c1ccc(-c2cc(Cl)ccc2Cl)o1)C(=O)Nc1cccc2cccnc12	2%
CCOc1ccccc1NC(=O)c1ccccc1Br	0%
CCOc1ccc2c(c1)NC(C)(C)c1ssc(=Nc3cccc(Cl)c3)c1-2	21%
COC(=O)C1=C(C)NC2=C(C(=O)CC(c3ccccc3Cl)C2)C1c1ccc([N+](=O)[O-])cc1 (stereo not drawn)	14%
CCOC(=O)c1ccc(N2C(=O)c3cccc([N+](=O)[O-])c3C2=O)cc1	8%
O=C(/C=C/c1ccc(Cl)cc1)Nc1ccc(-c2nc3ccccc3o2)cc1	52%*
CCOc1cc(/C=C2/C(=O)NC(=O)N(c3ccccc3F)C2=O)cc(I)c1O	19%
CCc1ccc(C2C(C(=O)OC(C)C)=C(C)NC3=C2C(=O)CCC3)cc1 (stereo not drawn)	6%
O=C(/C=C/c1ccc(-c2cccc(Br)c2)o1)c1cccs1	21%
CC(=O)c1cc(F)c(N2CCN(C(=O)c3cccc(F)c3)CC2)cc1C	8%
O=C(N/N=C/c1cccc(Br)c1)C(=O)Nc1cccc(Cl)c1	15%
Cc1ccc(NC(=O)COc2cccc(Cl)c2)c(Br)c1	10%
O=C(Nc1ccc(NC(=O)c2ccc(-c3ccc(Cl)cc3)o2)cc1)c1ccco1	10%
O=C(O)c1ccc(C(=O)N(C2CCCCC2)C2CCCCC2)cc1	0%
CC1(C)CC(=O)C2=C(C1)Nc1ccccc1N(C(=S)Nc1ccccc1)C2c1ccc(F)cc1 (stereo not drawn)	19%
CCCN1C(=O)/C(=C2\SC(=S)N(c3ccc(OCC)cc3)C2=O)c2ccccc21	1%
Cc1nnc2ccc(N3CCCCC3)nn12	14%
CCOc1ccc(C(CC(=O)c2ccccc2)Nc2ccc(Cl)cc2)cc1 (stereo not drawn)	10%

Reprinted at random: 2 entries already listed.
SMILES	RNase H inhibition
O=C(/C=C/c1ccc(-c2cccc(Br)c2)o1)c1cccs1	21%
O=C(O)c1ccc(C(=O)N(C2CCCCC2)C2CCCCC2)cc1	0%

Further entries follow:
SMILES	RNase H inhibition
CCOC(=O)COc1c(Br)cc(C=O)cc1OCC	4%
NC(=O)c1c(NC(=O)c2ccc(-c3ccccc3)cc2)sc2c1CCCC2	8%
O=C(Nc1ccc(F)cc1)c1cccc(I)c1	2%
CC(=O)c1ccc(NC(=O)c2ccc3c(c2)C(=O)N(c2ccccc2C)C3=O)cc1	0%
CCCN(CCC)c1ccc(/C=N/NC(=O)CNC(=O)c2ccc3c(c2)OCO3)cc1	19%
CCCOC(=O)C1=C(C)N(C)C(=O)NC1c1ccc(Cl)cc1 (stereo not drawn)	0%
CCN(CC)S(=O)(=O)c1ccc(Cl)c(C(=O)OC)c1	14%
COc1ccc(N2C(=O)c3ccc(Br)cc3C2=O)cc1	13%
O=C(CC(c1ccccc1)c1ccccc1)Nc1nc2ccccc2s1	13%
Cc1ccc(-c2nn(CCC#N)cc2/C=N/O)o1	6%
Cc1cc(C)cc(N2C(=O)NC(=O)/C(=C/c3cc4c(cc3Br)OCO4)C2=O)c1	28%
Cc1ccsc1/C=C1\SC(=S)N(CCc2ccccc2)C1=O	12%
COc1ccccc1C(=O)N/C(=C\c1ccc(Br)cc1)c1nc2ccccc2[nH]1	14%
COc1ccc(OC)c(C2C(C(C)=O)=C(O)C(=O)N2CC2CCCO2)c1 (stereo not drawn)	0%
N#CCCN1c2ccccc2Sc2ccc(C(F)(F)F)cc21	32%
O=C(c1cc2ccccc2o1)N1CCC(c2ccccc2)C1 (stereo not drawn)	8%
O=C(c1cc2nc(-c3ccc(F)cc3)cc(C(F)(F)F)n2n1)N1CCOCC1	1%
N#Cc1c(/N=C/c2ccco2)sc2c1CCCC2	22%
CCOC(=O)N(CC)OC(=O)Nc1ccc(Cl)cc1	0%
N#C/C(=C/c1cn(-c2ccccc2)nc1-c1ccc(-c2ccccc2)cc1)C(N)=O	0%
COc1ccc(C(=O)Nc2ncc([N+](=O)[O-])s2)cc1OC	2%
COc1cccc(NC(=O)COc2ccc(Br)cc2C(C)(C)C)c1	2%
CCCCOC(=O)c1ccc(NC(=O)CCN2C(=O)/C(=C\c3ccc(C)cc3)SC2=S)cc1	19%
CC1=C(C(=O)OC2CCCCC2)C(c2ccc(F)cc2)C2=C(CC(c3ccccc3)CC2=O)N1 (stereo not drawn)	0%
CCOC(=O)c1ccc(N2C(=O)CC(N3CCN(c4ccc([N+](=O)[O-])cc4)CC3)C2=O)cc1 (stereo not drawn)	16%
CCc1ccc(NC(=S)NC(=O)c2ccccc2Br)cc1	3%
CCC1=NN(C(=O)c2cccc(OC)c2)C(O)(C(F)(F)F)C1 (stereo not drawn)	3%
Cc1ccc(/C=C2\SC(=S)N(NC(=O)c3cccc([N+](=O)[O-])c3)C2=O)cc1	14%
CC(C)(C)CC(C)(C)c1ccc(OCC(=O)NNC(=O)Nc2ccccc2)cc1	9%
CCC(CC)C1C(C#N)=C(N)Oc2n[nH]c(-c3ccccc3)c21 (stereo not drawn)	15%
CCN1C(=O)/C(=C/c2cc(Br)ccc2OCCOc2ccc(OC)cc2)SC1=S	12%
CC(C)(C)c1cc(C(=O)N/N=C/c2c(O)ccc3ccccc23)n[nH]1	3%
Cc1ccsc1/C=N/NC(=O)c1ccc(Cl)c(Cl)c1	10%
CCC(=O)Nc1ccc(NC(=S)NC(=O)c2ccccc2Br)cc1	4%
Cc1cc(/C=C2\C(=O)NC(=S)N(c3ccc(Br)cc3)C2=O)c(C)n1-c1ccc(O)cc1	48%
COc1ccc(N2C(=O)C(Cl)=C(NCc3ccccc3)C2=O)cc1	10%
CC(=O)Nc1ccc(S(=O)(=O)Nc2ccc(I)cc2)cc1	6%
CC1CCN(C(=S)Nc2ccc(F)cc2)CC1	15%
NC(=O)C(=O)Nc1cccc2ccccc12	5%
O=C(NCC1OCCc2ccccc21)C(c1ccccc1)c1ccccc1 (stereo not drawn)	10%
Cc1nn(C(=O)c2c(F)c(F)c(F)c(F)c2F)c(C)c1Sc1ccccc1	4%
Cc1ccc2nc(-c3ccc(N)cc3)cc(-c3ccccc3)c2c1	27%
COC(=O)C1=CN(CCc2ccccc2)C=C(C(=O)OC)C1c1ccc2c(c1)OCO2	14%
Cc1ccc2c(c1)-c1c(ssc1=S)C(C)(C)N2C(=O)c1ccco1	48%
O=C(NC(=S)Nc1ccc(-c2nc3cc(Cl)ccc3o2)cc1)c1cccc(Cl)c1	48%
O=C1NC(=O)N(Cc2ccco2)C(=O)/C1=C\c1ccc(OCc2ccccc2Cl)cc1	6%
CCOc1ccc(Cl)cc1C=C1C(=O)NC(=S)NC1=O	6%
Clc1ccc(-c2nc(-c3cccnc3)no2)c(Cl)c1	30%
CCn1c(=O)c(C(=O)Nc2ccncc2)c(O)c2ccccc21	13%
O=C1NN(c2cccc(Cl)c2)C(=O)/C1=C\c1ccc(-c2ccccc2C(=O)O)o1	13%

Additional entries follow:
SMILES	RNase H inhibition
O=C1NC(=O)C(C=Nc2ccc(OC(F)F)cc2)C(=O)N1	6%
COc1cccc(C(=O)N2N=C(c3ccc(F)cc3)CC2(O)C(F)(F)F)c1 (stereo not drawn)	21%
CCCCc1ccc(S(=O)(=O)Nc2cnc3ccccc3c2)cc1	5%
CC(=O)CC(=O)Nc1ccccc1C	10%
CCOc1ccc(C(=O)Nc2ccc3nn(-c4ccc(OC)cc4)nc3c2)cc1Cl	5%
COc1cc(CN2CCN(C3C4CC5CC(C4)CC3C5)CC2)cc(OC)c1OC (stereo not drawn)	14%
CCCOc1ccc(C(=O)NCCCCCC(=O)O)cc1	5%
CCCCCC(=O)N/N=C/c1ccc(O)cc1	0%
COc1ccc(-c2cc(=O)n3[nH]c(-c4ccc(C)cc4)c(C)c3n2)cc1	0%
O=C1C(=Cc2ccc(Oc3ccc(C(F)(F)F)cc3[N+](=O)[O-])c(Cl)c2)C(=O)c2ccccc21	16%
CC(C)(C)NC(=O)CSc1ncccn1	2%
COc1cccc(C(=O)Nc2sc3c(c2C(N)=O)CCC(C)C3)c1 (stereo not drawn)	18%
COc1ccc(-c2cc(C(=O)N3CCC(Cc4ccccc4)CC3)c3ccccc3n2)c(OC)c1	11%
COc1ccc(/C=C/C(=O)c2ccc(F)cc2)cc1[N+](=O)[O-]	8%
CC(C(=O)NCc1ccco1)N1C(=O)c2ccccc2C1=O (stereo not drawn)	2%
CCCOC(=O)c1ccc(NC(=O)c2ccc(-c3ccccc3)cc2)cc1	0%
Cc1ccc(S(=O)(=O)C(NC(=O)c2ccccc2)=C(Cl)Cl)cc1	4%
Cc1c(NC(=O)CC2=CCCC2)c(=O)n(-c2ccccc2)n1C	8%
COC(=O)c1ccc(N2C(=O)C3C(C2=O)C2C=CC3C23CC3)cc1 (stereo not drawn)	0%
O=C(Nc1nnc(-c2cccs2)s1)c1ccc(F)cc1	6%
CCOc1cc(C=O)cc(I)c1OCc1ccc2ccccc2c1	20%
COc1ccc(C(=O)NC(=S)Nc2ccc(Cl)c(-c3nc4ccccc4o3)c2)cc1[N+](=O)[O-]	14%
Cc1cccc(C)c1N(Cc1ccccc1)C(=O)c1c(F)cccc1F	9%
Cc1ccc(NS(=O)(=O)c2ccc(F)cc2)nc1	9%
COc1ccc(-c2nc(NC(=O)c3ccco3)sc2-c2ccccc2)cc1	0%
COc1ccc(C(=O)c2ccc(N3CCN(C(=O)c4ccccc4)CC3)c(F)c2)cc1Br	2%
COc1cc(CN(C)C)c(O)c(CN(C)C)c1	5%
Cc1c(/C(Cc2ccccc2)=N/O)c2ccccc2n1C	27%
CC(=O)Nc1ccc(C(=O)Nc2ccc(Br)cc2F)cc1	6%
Cc1ccc(C)n1-c1ccc(Cl)c(C(=O)O)c1	53%*
COc1cc(OC)c(C=Nn2c(-c3ccc(C)cc3)n[nH]c2=S)c(OC)c1	22%
CC(C)(C)/C(O)=C/c1nc2ccccc2oc1=O	19%
O=C(CSc1nc(O)c(Cc2ccccc2)c(=O)n1-c1ccccc1)N1CCOCC1	0%
O=C(COc1ccccc1)NCC(=O)N/N=C/c1cccs1	5%

Rewritten bar-delimited: part of the list above
structure | RNase H inhibition
CC(C)(C)/C(O)=C/c1nc2ccccc2oc1=O | 19%
O=C(CSc1nc(O)c(Cc2ccccc2)c(=O)n1-c1ccccc1)N1CCOCC1 | 0%
O=C(COc1ccccc1)NCC(=O)N/N=C/c1cccs1 | 5%

Source: PubChem BioAssay (MTDP)

Some of the compounds tested; count on the stated rates, not on these rows.
